Screens from PubChem.
FadD28 FP inh – M. tuberculosis FadD28 bisubstrate binding inhibition | FadD28 bisubstrate probe binding, fluorescence polarization | inhibition, % at 12.5 µM | 0.22% of 360,000 active | AID 588549; in the data active means inhibition above about 8.5%, passing the limit was not always enough; inconclusive means no clear call, values can overlap the other calls
FBA Mtb inh – inhibitors of M. tuberculosis fructose-bisphosphate aldolase; AID 588726; purified M. tuberculosis FBA, fluorescence read-out; P9WQA3; 2.3% of 360,000 active; inhibition, % at 1 µM; in the data active means inhibition above about 27%;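 further: 0% = vehicle and 100% = reference inhibitor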
Target sequence (P9WQA3 whole entry, looked up): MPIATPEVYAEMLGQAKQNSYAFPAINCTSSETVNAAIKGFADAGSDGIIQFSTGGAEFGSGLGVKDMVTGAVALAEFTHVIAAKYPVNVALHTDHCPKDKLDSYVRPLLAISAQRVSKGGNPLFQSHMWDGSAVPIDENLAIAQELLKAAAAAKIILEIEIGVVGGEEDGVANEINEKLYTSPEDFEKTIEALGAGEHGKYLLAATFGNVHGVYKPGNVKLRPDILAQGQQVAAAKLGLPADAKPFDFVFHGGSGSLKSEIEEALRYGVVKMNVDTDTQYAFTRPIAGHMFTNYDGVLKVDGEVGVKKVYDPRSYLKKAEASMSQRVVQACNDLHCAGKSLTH
PrPC TRFRET – reduces human prion protein on the cell surface; P04156; cell surface PrPC, TR-FRET read-out; inhibition, % at 13.8 µM; 0.43% of 370,000 active; AID 720596; in the data active means inhibition above about 24%; further: 0% = median of the test wells and 100% = reference compound wells
GDH-TPI inh – inhibits GDH-TPI coupling enzymes, artifact for Mtb FBA screen; GDH-TPI coupled enzyme counterscreen, NADH absorbance; inhibition, % at 4.8 µM; 1.2% of 360,000 active; AID 588335;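 further: 0% = DMSO wells and 100% = wells lacking the enzyme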
UGM FP inh – Mtb UDP-galactopyranose mutase inhibition; purified UGM, fluorescence polarization probe displacement; AID 504406; inhibition, % at 10 µM; 0.06% of 320,000 active; P9WIQ1; in the data active means inhibition above about 10%, passing the limit was not always enough; inconclusive means no clear call, values can overlap the other calls
Target sequence (P9WIQ1 whole entry, looked up): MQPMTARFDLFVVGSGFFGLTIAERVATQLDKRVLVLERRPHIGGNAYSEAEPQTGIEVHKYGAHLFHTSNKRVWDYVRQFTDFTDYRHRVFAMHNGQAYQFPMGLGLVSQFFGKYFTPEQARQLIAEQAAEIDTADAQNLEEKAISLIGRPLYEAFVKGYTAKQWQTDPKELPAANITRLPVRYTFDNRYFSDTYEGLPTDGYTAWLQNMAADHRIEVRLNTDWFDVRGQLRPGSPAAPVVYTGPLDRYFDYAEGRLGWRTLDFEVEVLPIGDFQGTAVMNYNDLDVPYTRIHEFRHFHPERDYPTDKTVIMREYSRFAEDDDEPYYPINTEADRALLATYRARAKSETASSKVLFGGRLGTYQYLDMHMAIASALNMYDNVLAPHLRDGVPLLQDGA
BoNT A protease – blocks Botulinum neurotoxin A light chain protease | multiplex microsphere protease substrate cleavage, flow cytometry | inhibition, % at 10 µM | 0.17% of 360,000 active | AID 588499; in the data active means inhibition above about 30%; inconclusive means no clear call, values can overlap the other calls; further: plate controls were buffer without enzyme for full effect and enzyme alone for no effect
BioA inh – BioA (M. tuberculosis) enzyme inhibition; purified M. tuberculosis BioA enzyme, plate reader; 0.096% of 360,000 active; inhibition, % at 9.99 µM; in the data active means inhibition above about 40%; inconclusive means no clear call, values can overlap the other calls
BoNT-F LC inh – blocks Botulinum neurotoxin F light chain protease; Multiplex microsphere protease cleavage assay, flow cytometry; inhibition, % at 10 µM; 0.22% of 360,000 active; AID 588497; in the data active means inhibition above about 35%, passing the limit was not always enough; inconclusive means no clear call, values can overlap the other calls; further: plate controls were buffer without enzyme for full effect and enzyme alone for no effect
CCHFV vOTU inh – CCHFV vOTU protease inhibition. inhibition, % at 11.5 µM. 0.55% of 370,000 active. Pep-AMC fluorescence. AID 651958; further: 0% = vehicle wells with enzyme and 100% = no enzyme wells
Starred values were filed as active, the others as inactive; u = inconclusive; x = not tested or not shown. Unless noted, no stated cut-off is given here; in the data, active means inhibition above about 30%; inactive means the rest.

SMILES | FadD28 FP inh | FBA Mtb inh | PrPC TRFRET | GDH-TPI inh | UGM FP inh | BoNT A protease | BioA inh | BoNT-F LC inh | CCHFV vOTU inh
COC(=O)[C@H](C)NC(=O)N1CCC(Cc2ccccc2)CC1 | -2.0 | -4.0 | 1.0 | -5.5 | 0.6 | -3.9 | -1.1 | -30.9 | -5.9
COCC(=O)N(C)C[C@H]1N[C@@](Cc2ccccc2)(C(=O)OC)[C@H]2C(=O)N(C)C(=O)[C@@H]12 | -0.3 | 2.7 | -3.2 | 2.7 | 4.1 | -0.7 | 2.0 | -2.3 | 22.6
COc1ccc(/C=N/NC(=O)Cn2c(Cc3ccc(OC)c(OC)c3)nc3ccccc32)cc1 | 0.0 | -2.9 | -3.2 | 10.2 | -1.6 | 0.5 | -3.8 | -1.6 | -2.3
O=C(NCCN1CCC(n2c(=O)[nH]c3ccccc32)CC1)c1ccc(F)c(C(F)(F)F)c1 | x | x | -3.0 | x | x | 1.2 | x | -4.5 | 1.4
COc1ccc(N2CCN(C3CCCN(Cc4ccc(F)cc4)C3)CC2)cc1 (stereo not drawn) | -2.6 | 1.8 | -9.4 | 9.2 | 1.0 | -3.4 | 0.0 | u | 5.8
CN(C(=O)COC(=O)C1CCN(S(=O)(=O)c2ccc3c(c2)OCCO3)CC1)c1ccccc1 | -1.4 | 0.2 | 10.4 | -5.0 | -1.3 | -0.4 | -0.5 | -6.6 | 7.1
CC1CN(C)C(C)CC1OC(=O)C(c1ccccc1)c1ccccc1 (stereo not drawn) | -3.1 | -0.6 | -1.5 | 7.6 | -3.1 | 2.9 | 0.1 | u | -5.0
COc1ccccc1/C=N/Nc1cc(C)nc2ccc(C)cc12 | -4.3 | 22.2 | -4.3 | -0.5 | 3.1 | -1.6 | 1.5 | -1.5 | -11.1
COc1ccc(S(=O)(=O)N2CCN(S(=O)(=O)c3ccc4c(c3)OCCO4)CC2)cc1C | 0.5 | 0.8 | -5.0 | 6.0 | x | -0.3 | -1.6 | -14.8 | 8.2
Cc1csc(Sc2ccc(C(=O)OCC(=O)Nc3ccc(F)cc3[N+](=O)[O-])cc2[N+](=O)[O-])n1 | -1.9 | 0.0 | -11.8 | 4.0 | 0.0 | 0.2 | x | -1.5 | 7.4
Fc1ccc(C2CC(c3ccco3)=NN2c2ccccc2)cc1 (stereo not drawn) | -1.3 | 60.0* | 7.9 | 7.7 | -0.7 | -0.3 | -0.8 | -5.1 | -39.9
COc1ccc(NC(=O)Nc2cccc(C(F)(F)F)c2)cn1 | -4.7 | -2.3 | 7.8 | 3.2 | 0.8 | -0.2 | 2.0 | -1.2 | 1.1
CCO[C@H]1OC(C(N)=O)=C[C@@H](C(C)(C)C)[C@@H]1CCCO | -0.6 | 4.0 | 0.5 | 12.6 | -0.9 | 0.2 | -0.8 | 7.8 | -8.3
CC1CCC(NC(=O)CN2C(=O)NC3(CCCCC3C)C2=O)CC1 (stereo not drawn) | -2.0 | 0.1 | 3.4 | 6.3 | -3.1 | -0.8 | x | 0.9 | 18.5
Nc1cc(=O)[nH]c(SCC(=O)Nc2cc([N+](=O)[O-])ccc2Cl)n1 | -0.2 | 1.6 | -29.4 | 0.0 | -0.3 | -0.5 | x | 0.0 | -16.6
COc1ccc(S(=O)(=O)N(C)c2ccc(C(=O)NC3CCCC3)cc2)cc1 | -2.4 | 0.6 | 13.4 | -0.3 | -1.3 | -0.5 | 1.9 | -0.2 | -0.7
O=[N+]([O-])c1cccc(/C=N/Nc2nc(NCc3ccccc3)nc(N3CCOCC3)n2)c1O | -6.3 | -1.4 | 12.4 | 8.1 | -0.9 | -2.4 | x | -12.7 | 3.0
N#Cc1cccc(Oc2ccc(S(=O)(=O)N3CCCC3)cn2)c1 | -0.2 | 3.1 | -4.2 | 4.1 | x | -0.8 | -1.5 | u | -7.6
O=[N+]([O-])c1ccc(OCC(O)CN(CCO)CCO)cc1 (stereo not drawn) | -1.4 | -2.0 | -15.7 | 4.8 | -2.5 | 1.4 | 1.3 | 3.6 | -7.7
Cc1cc(NC(=O)c2ccccc2[N+](=O)[O-])ccc1Br | -6.5 | 1.8 | -14.6 | 7.3 | -0.2 | -1.3 | x | 2.0 | -4.3
NC(=NCc1ccccc1)C(N=Nc1ccccc1)C(=O)NCc1ccccc1 (stereo not drawn) | -3.3 | -0.2 | -6.2 | 11.4 | x | -0.2 | -0.5 | -3.4 | -0.7
COc1cc(C(=O)Nc2sc3c(c2C(=O)NCc2ccco2)CCCC3)cc(OC)c1OC | -3.0 | -1.1 | 5.8 | 0.0 | 2.2 | 0.1 | -1.5 | 8.3 | 1.4
COc1ccc(NS(=O)(=O)c2cccc(C(=O)NCC(c3ccco3)N3CCCCC3)c2)cc1 (stereo not drawn) | -0.8 | 2.0 | 0.9 | -3.5 | 0.3 | -8.1 | 0.1 | -29.4 | 8.6
CCOc1ccc(C(=O)NC2CCN(S(C)(=O)=O)CC2)cc1 | 1.6 | 1.1 | 4.8 | 5.5 | 0.4 | -0.7 | x | -12.1 | 0.8
Cn1c(=O)c2c(ncn2CC(=O)OCC(=O)Nc2ccc(F)cc2Cl)n(C)c1=O | -1.2 | -0.2 | 4.1 | -0.4 | 0.7 | 0.0 | 0.3 | -2.9 | 1.6

4 of the compounds above, as tab-separated lines.
smiles	FadD28 FP inh	FBA Mtb inh	PrPC TRFRET	GDH-TPI inh	UGM FP inh	BoNT A protease	BioA inh	BoNT-F LC inh	CCHFV vOTU inh
COc1cc(C(=O)Nc2sc3c(c2C(=O)NCc2ccco2)CCCC3)cc(OC)c1OC	-3.0	-1.1	5.8	0.0	2.2	0.1	-1.5	8.3	1.4
CC1CCC(NC(=O)CN2C(=O)NC3(CCCCC3C)C2=O)CC1 (stereo not drawn)	-2.0	0.1	3.4	6.3	-3.1	-0.8	x	0.9	18.5
O=C(NCCN1CCC(n2c(=O)[nH]c3ccccc32)CC1)c1ccc(F)c(C(F)(F)F)c1	x	x	-3.0	x	x	1.2	x	-4.5	1.4
CCOc1ccc(C(=O)NC2CCN(S(C)(=O)=O)CC2)cc1	1.6	1.1	4.8	5.5	0.4	-0.7	x	-12.1	0.8

(next part)
SMILES | FadD28 FP inh | FBA Mtb inh | PrPC TRFRET | GDH-TPI inh | UGM FP inh | BoNT A protease | BioA inh | BoNT-F LC inh | CCHFV vOTU inh
CCNc1oc(COc2cccc(C)c2)nc1C#N | -1.5 | 0.3 | 10.8 | 0.0 | -4.8 | -0.3 | 1.1 | 5.2 | 14.1
O=C1c2ccccc2C(=O)N1c1nccs1 | 0.3 | 2.3 | 3.0 | 10.6 | x | 0.0 | 1.4 | -2.7 | -8.1
Cc1cc(NC(=O)Cn2c(=O)n(Cc3ccccc3)c(=O)c3ccccc32)no1 | -0.5 | 5.1 | -2.8 | 1.0 | 2.4 | -1.4 | -3.7 | -10.1 | 3.5
CCOC(=O)CNC(=O)c1sc(NC(=O)c2cccc(F)c2)nc1C | -0.3 | -0.2 | 9.4 | 26.6 | -0.8 | 1.4 | -0.9 | 15.7 | 13.4
CCOCCCNC(=O)C(=O)NCCCOCC | 0.0 | -0.6 | 1.2 | 4.7 | 2.7 | -1.1 | x | -9.0 | -21.2
Cc1ccc(-n2c(Cn3ncc4ccccc4c3=O)n[nH]c2=S)cc1 | -1.1 | 2.3 | 1.4 | 1.3 | -0.7 | x | x | x | -3.2
O=C(NCCc1ccccc1)c1ccc(CS(=O)Cc2cccc(Cl)c2)o1 (stereo not drawn) | -0.6 | 1.5 | -0.3 | -0.4 | -2.0 | 0.7 | 10.0 | -1.3 | 5.3
CCOCCCNCc1ccc(OCc2ccccc2Cl)cc1 | -4.9 | -1.3 | -2.0 | -1.9 | 1.5 | 0.1 | x | -5.8 | 4.3
Cc1cc2occ(CC(=O)NNC(=O)c3ccccc3)c2cc1C | 0.7 | 1.5 | 7.6 | -2.1 | 1.9 | 0.7 | -0.1 | 8.7 | -3.7
CC(=O)N/C(N)=N/c1nc2cc(C)ccc2o1 | -1.9 | 1.5 | 12.5 | 3.2 | -1.6 | -0.5 | x | -3.1 | -13.6
Cc1ccc(-n2cc(CNC(C)c3cnn(C)c3)c(-c3ccc(F)cc3)n2)cc1 (stereo not drawn) | -2.9 | -1.1 | -9.3 | 2.6 | -0.6 | -0.6 | x | -6.7 | 4.3
Cc1sc(N2C(=O)C3C4C=CC(C4)C3C2=O)c(C#N)c1C (stereo not drawn) | -0.3 | 0.0 | 3.7 | 3.4 | 5.0 | -0.1 | x | -4.1 | -0.6
Cn1nnnc1NCc1c(F)cccc1Cl | -3.6 | -0.7 | 1.4 | 0.2 | 1.1 | 0.1 | -0.7 | -2.1 | -10.6
O=C(Cc1cccs1)N1CCN(S(=O)(=O)c2ccccc2)CC1 | -1.2 | 2.9 | -0.4 | 0.0 | -0.2 | -0.4 | 0.1 | -15.6 | -1.0
CCOC(=O)c1ccc(Nc2nnc(C(C)(C)C)c(=O)[nH]2)cc1 | -1.3 | -8.2 | 0.8 | 20.2 | 2.3 | 1.1 | -4.7 | 5.7 | -3.8
CN(C(=O)COC(=O)c1ccc(Cl)c(S(=O)(=O)NCc2ccccc2)c1)C1CCS(=O)(=O)C1 (stereo not drawn) | -0.8 | 2.7 | 5.5 | -5.7 | x | -1.7 | -0.3 | 3.8 | 12.3
Cc1nc(-c2ccccn2)nc(SCC(=O)N2CCOCC2)c1Cl | -1.7 | -1.6 | 0.8 | -3.1 | 2.1 | x | 0.9 | x | -11.2
O=C(CN1CCOCC1)Nc1ncc(Cc2cccc(Cl)c2Cl)s1 | -4.9 | -2.5 | 6.1 | 3.3 | 1.4 | -0.8 | x | -4.7 | -13.3
CN(c1ccc(C(=O)NCC2CCCO2)cc1)S(=O)(=O)c1ccccc1 (stereo not drawn) | -0.4 | 3.2 | 11.2 | 8.8 | 0.6 | 0.9 | -0.8 | 10.0 | 1.3
COc1ccc(CCN2C(=O)NC(NS(=O)(=O)c3ccccc3)(C(F)(F)F)C2=O)cc1OC (stereo not drawn) | -5.3 | -0.7 | 3.7 | 2.2 | 1.9 | -0.6 | -0.6 | 6.7 | 6.7
CC(=O)c1sc2c(c1OC(=O)c1ccc(Cl)cc1)c(=O)n(-c1ccccc1)c(=S)n2-c1ccccc1 | -4.7 | -0.2 | 8.6 | 0.9 | x | -0.3 | x | -9.9 | -14.6
Cc1cc(C)cc(C(=O)NCCCc2ccccc2)c1 | -3.0 | 1.5 | -1.9 | 8.9 | -0.8 | -0.1 | x | 1.3 | 0.2
Cc1ccc2c(n1)CC(C)(C)CC2=O | -3.2 | -0.4 | 5.2 | 0.0 | 0.2 | -0.6 | 1.2 | 5.6 | 12.8
CCOC(=O)c1c(NC(=O)COc2ccccc2OCC)sc2c1CC(C)(C)NC2(C)C | -1.0 | -2.5 | x | 7.9 | -2.4 | -4.1 | 0.5 | -13.1 | x
O=C1COc2ccc(C(=O)COC(=O)c3cccnc3Cl)cc2N1 | -1.3 | 8.1 | 8.7 | 1.6 | 0.9 | -0.2 | x | -2.4 | 2.2

(more compounds)
SMILES | FadD28 FP inh | FBA Mtb inh | PrPC TRFRET | GDH-TPI inh | UGM FP inh | BoNT A protease | BioA inh | BoNT-F LC inh | CCHFV vOTU inh
CC(=O)NC(NC(C)=O)c1cccc(OCc2ccccc2)c1 | -0.9 | -3.3 | 4.9 | 5.7 | 0.2 | -0.2 | x | 4.3 | 14.1
CCC(CC)=NNc1cccc([N+](=O)[O-])c1 | -4.0 | -0.5 | -5.5 | -1.9 | 1.9 | 0.7 | -0.9 | -2.0 | -20.8
O=C1CCN(CCCc2ccccc2)CCN1CCO | 1.3 | -0.9 | -3.4 | 11.2 | -1.7 | 0.2 | -1.9 | -0.2 | 7.2
NC(=O)NC(=O)Nc1ccccc1Cl | -3.4 | -0.8 | 5.9 | -5.0 | 2.3 | 0.7 | -0.6 | 1.4 | 3.3
O=C(Nc1ccc2oc(=O)ccc2c1)c1ccccc1[N+](=O)[O-] | -1.0 | -2.8 | -5.8 | 2.9 | -2.1 | 0.2 | x | -3.1 | 3.8
CCCc1cc(=O)[nH]c(SCC(=O)C(C)(C)C)n1 | -1.0 | 0.4 | -4.2 | -11.7 | 1.0 | -1.5 | 0.0 | -1.7 | -5.0
